From PubChem BioAssay
KAT2A inh: inhibitors of human GCN5L2 histone acetyltransferase. Q92830. GCN5L2 HAT assay, ThioGlo1 CoA-SH fluorescence. Potency, µM (titrated, usually from 58.9 µM), without a hit: top-dose activity change, negative = inhibition, usual class: inhibitors. 390,000 compounds, 0.21% hits
Target sequence (Q92830 whole entry, looked up): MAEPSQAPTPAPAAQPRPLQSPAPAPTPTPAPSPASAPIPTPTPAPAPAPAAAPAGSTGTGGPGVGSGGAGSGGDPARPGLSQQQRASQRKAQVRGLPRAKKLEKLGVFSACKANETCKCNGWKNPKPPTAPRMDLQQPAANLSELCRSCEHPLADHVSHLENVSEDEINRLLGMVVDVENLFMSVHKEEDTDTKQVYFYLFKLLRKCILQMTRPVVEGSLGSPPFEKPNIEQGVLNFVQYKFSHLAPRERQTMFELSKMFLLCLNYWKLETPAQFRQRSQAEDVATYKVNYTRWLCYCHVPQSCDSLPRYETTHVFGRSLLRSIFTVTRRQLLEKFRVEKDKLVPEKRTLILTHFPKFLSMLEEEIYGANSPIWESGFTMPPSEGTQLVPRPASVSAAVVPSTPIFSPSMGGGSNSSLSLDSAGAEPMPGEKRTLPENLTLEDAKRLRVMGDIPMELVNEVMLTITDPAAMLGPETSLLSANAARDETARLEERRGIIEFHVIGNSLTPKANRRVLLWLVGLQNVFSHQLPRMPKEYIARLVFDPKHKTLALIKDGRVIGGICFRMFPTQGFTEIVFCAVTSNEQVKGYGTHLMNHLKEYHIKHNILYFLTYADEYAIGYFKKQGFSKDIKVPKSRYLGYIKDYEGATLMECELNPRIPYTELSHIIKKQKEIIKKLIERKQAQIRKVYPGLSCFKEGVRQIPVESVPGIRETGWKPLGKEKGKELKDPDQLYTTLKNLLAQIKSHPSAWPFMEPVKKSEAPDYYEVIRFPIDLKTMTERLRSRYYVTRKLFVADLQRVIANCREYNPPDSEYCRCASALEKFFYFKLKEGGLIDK
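Free CoA generated was detected with ThioGlo1 (50uM) fluorescence at Ex340nm/Em540nm, read immediately and after 20 min at room temperature. Enzyme, 20 nM in HEPES pH 7.5 buffer, saw compounds 15 min before adding 75uM H3(1-25) peptide and 70uM acetyl-CoA.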
DT40 TDP1 CPT: growth inhibition of DT40 Tdp1-/-;hTDP1 cells with camptothecin (screen for TDP1 inhibitors); chicken DT40 Tdp1-/-;hTDP1 cells + 20 nM CPT, ATP luminescence, 48 h; AID 686979; Potency, µM (highest dose often 46.2 µM), for the others: at the highest dose activity change, negative = growth inhibition, actives largely listed as inhibitors; 420,000 compounds, 12% hits; further: nearly all actives have a fitted effect of over 55% in size
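Chicken DT40 Tdp1-/- cells stably complemented with human TDP1 were seeded at 400 cells/well in medium containing 20 nM camptothecin, exposed to pin-transferred compounds, and grown at 37 °C for at least 48 hr. Viability was read as ATP luminescence.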
FEN1 inhibitor: blocks human flap endonuclease 1; Recombinant FEN1 flap cleavage, fluorescence, 15 min; P39748; 390,000 compounds, 0.35% hits; Potency, µM (titrated, usually from 114 µM), without a hit: at the top dose activity change, negative = inhibition, hits mostly inhibitors; further: nearly all actives have a fitted effect of over 65% in size
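FEN1 at 10 nM preincubated with compounds 15 min at room temperature, then flap DNA substrate added at 50 nM final. Signal read at 0 and 15 min; concentration-response fitted with four-parameter Hill equation.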
Starred values were filed as active, the others as inactive; ? = inconclusive; . = no result given. The call rests on the fitted dose curve; in most records, active means well fitted curve in the direction sought with a large enough effect; inconclusive means small, poorly fitted or top-dose-only effect, or another doubt; inactive means no such curve, though single readings can be large; an effect the other way counts as inactive or inconclusive. On the % scale 0 is the no-effect control and ±100 the full control effect; potency means the concentration at half of the fitted maximal effect. These rows are one share of the data (hit frequency here may not be typical).

SMILES | KAT2A inh | DT40 TDP1 CPT | FEN1 inhibitor
O=C(CSc1nc(=O)n(Cc2ccco2)c2c1CCC2)NCc1ccc(F)cc1 | -3.5% | -21.8% | 20.0%
CN(Cc1ccccc1)C(=O)COC(=O)C1=NNC(=O)CC1 | -2.3% | -7.7% | -13.5%
Cc1[nH]c(=O)[nH]c(=O)c1CSc1nnc([C@@H](NC(=O)OC(C)(C)C)C(C)C)o1 | -6.1% | -1.7% | -13.1%
CCc1ccc2oc(=O)cc(CN3CCN(c4ccc(F)cc4)CC3)c2c1 | 2.6% | ? | 5.4%
O=[N+]([O-])c1ccc(S(=O)(=O)Nc2cccc(-c3ccc(N4CCCC4)nn3)c2)cc1 | -0.5% | -9.1% | -0.7%
CCCOc1ccccc1C(=O)Nc1ccc(-c2nc3ccc(C)cc3s2)cc1 | -6.3% | . | 8.9%
O=C(NCc1ccccn1)C12CC3CC(CC(C3)C1)C2 | -4.7% | 16.0% | -1.2%
O=C(CSc1nnc(SCc2ccc(Cl)cc2)s1)N/N=C/c1ccc(C(=O)O)cc1 | -1.9% | ? | 10.4%
CC(Oc1ccccc1)C(=O)OCC(=O)N1CC(=O)Nc2ccccc21 (stereo not given) | -3.1% | 17.1% | -4.1%
COc1cccc(/C=N/NC(=O)CCC(=O)Nc2ccc(Br)cc2)c1 | -13.3% | -18.2% | -13.5%

Part of the list above, showing only FEN1 inhibitor and KAT2A inh.
| smiles | FEN1 inhibitor | KAT2A inh |
| --- | --- | --- |
| O=C(CSc1nc(=O)n(Cc2ccco2)c2c1CCC2)NCc1ccc(F)cc1 | 20.0% | -3.5% |
| CCCOc1ccccc1C(=O)Nc1ccc(-c2nc3ccc(C)cc3s2)cc1 | 8.9% | -6.3% |
| CCc1ccc2oc(=O)cc(CN3CCN(c4ccc(F)cc4)CC3)c2c1 | 5.4% | 2.6% |
| COc1cccc(/C=N/NC(=O)CCC(=O)Nc2ccc(Br)cc2)c1 | -13.5% | -13.3% |

More structures follow:
SMILES | KAT2A inh | DT40 TDP1 CPT | FEN1 inhibitor
Cc1nn(C(C)C(=O)NC2CCC(C)CC2)c(=O)c2nn(-c3ccccc3)c(C)c12 (stereo not given) | -2.2% | -23.9% | -1.7%
CCCOC(=O)CSc1nnc(-c2ccc(Cl)cc2Cl)o1 | -22.8% | -1.5% | -13.1%
O=C(Cc1ccccc1)NCCCN1CCN(CCCNC(=O)Cc2ccccc2)CC1 | -6.8% | ? | -2.8%
COc1ccc(Br)cc1CNC(=O)C1CCN(S(=O)(=O)N2CCC(C)CC2)CC1 | -4.4% | -29.8% | -10.2%
CCOC(=O)Cn1c(C)c(C#N)c2ccccc21 | -5.4% | -0.6% | -7.5%
Cn1c(=O)oc2cc(S(=O)(=O)N3CCC(C(=O)N4CCN(c5ccccc5F)CC4)CC3)ccc21 | 1.2% | ? | -3.6%
Cc1ccc(OCCOc2cccc(Br)c2)c([N+](=O)[O-])n1 | -0.5% | -0.4% | -12.4%
CCC(C)[C@H](NC(=O)NCC1CCCO1)C(=O)OC (stereo not given in full) | -0.6% | 3.1% | -9.5%
CN(C(=O)CCn1c(=S)oc2ccccc21)C1CCCCC1 | -8.3% | ? | -4.1%
CNC(=O)c1[nH]cnc1C(=O)N[C@@H](CC(C)C)C(=O)OC(C)(C)C | -0.6% | ? | 15.8%
O=C(COC(=O)c1cccc(C(F)(F)F)c1)NCc1ccc(Cl)cc1 | -2.4% | 4.6% | -0.9%
CC1CCN(S(=O)(=O)c2ccc(Cl)cc2)CC1 | -5.0% | -3.4% | -2.9%
CC1CCN(C(=O)CN2C(=O)C(C)(C)Oc3ccc(C(=O)NC4CCCC4)cc32)CC1 | -3.5% | -24.3% | -9.7%
CC(=O)Nc1ccc(NC(=O)c2ccccc2S(=O)(=O)c2ccccc2[N+](=O)[O-])cc1 | 0.2% | -14.4% | 13.0%
CC(=O)c1cccc(N(C(=O)Cn2nnc3ccccc32)C(C(=O)NCC2CCCO2)c2ccc(N3CCOCC3)cc2)c1 (stereo not given) | 0.3% | 10.4% | 0.0%
O=C(Nc1nnc(SCc2ccccn2)s1)C1CC(=O)N(c2ccc(F)cc2)C1 (stereo not given) | -19.9% | -12.6% | -1.3%
CN(C)S(=O)(=O)c1ccc(C(=O)Oc2coc(CSc3ncccn3)cc2=O)cc1 | -4.1% | -17.9% | 12.7%
CCSc1ncc(Cl)c(C(=O)N(Cc2ccccc2)c2ccc(OC)cc2)n1 | -5.3% | ? | -17.6%
Cc1cc(=O)[nH]c(SCC(=O)NCc2ccco2)n1 | -8.0% | -10.9% | -11.6%
COc1ccc2c(c1)[nH]c1c(N3CCSCC3)ncnc12 | -15.1% | 7.31µM* | -21.1%
CC12CCC(C[N+](C)(C)C1)C2(C)C (stereo not given) | -15.2% | -2.3% | 0.1%
COc1cccc(NC(=O)/C(C#N)=C\c2cn(Cc3ccc(C)cc3)c3ccccc23)c1 | -6.0% | 10.3µM* | -5.5%
Clc1cccc(CN2CCN(Cc3ccco3)CC2)c1 | 1.3% | 0.5% | -1.8%
COc1ccc(CNc2cc(C)nc3ncnn23)c(OC)c1 | -0.8% | ? | 14.7%
COc1c(C)cc(C(=O)C2CCCN(C(=O)/C=C/c3ccccn3)C2)cc1C (stereo not given) | -4.5% | -15.2% | 3.7%
COc1ccc(C)cc1NC(=O)C(Sc1nnc(-c2cccs2)o1)c1ccccc1 (stereo not given) | -0.9% | -2.2% | 1.3%
Cc1occc1-c1nnc(SCC(=O)N(C)C)o1 | -2.1% | -5.1% | 7.7%
CCc1cccc(C)c1NC(=O)CN1C(=O)c2ccccc2Sc2ncccc21 | -4.1% | ? | 6.2%
CC(=O)Nc1ccc(OC(=O)CC2SC(=O)NC2=O)cc1 (stereo not given) | -0.6% | -7.2% | -5.8%
Cc1ccc(C(=O)COC(=O)CCC(=O)NC2CCCCC2)cc1C | -0.6% | -1.2% | -11.4%
C/C=C(\C)C(=O)N1CC2(CC(c3cccc(NC(=O)COc4ccc(Cl)cc4)c3)=NO2)C[C@@H]1C(N)=O (stereo not given in full) | -9.7% | -0.3% | 0.0%
O=S(=O)(Nc1cccc(-n2cnnn2)c1)c1ccccc1 | -1.6% | 7.1% | -8.2%
O=C(c1ccccc1Br)N1CCn2c1nc1ccccc12 | 1.5% | 1.7% | -2.1%
O=C(NC1CCN(Cc2ccccc2)CC1)c1cccc(OC(F)F)c1 | -0.6% | -12.1% | -3.1%
Cn1cnnc1SCC(=O)Nc1ccccc1Oc1ccccc1 | -4.1% | -5.8% | -18.5%
O=C1SC(Nc2ccc(Cl)cc2)C(=O)N1Cc1ccccc1 (stereo not given) | -3.5% | -4.2% | -12.9%
O=C(Nc1c(C(=O)N2CCC(N3CCCCC3)CC2)oc2ccccc12)c1ccc(F)cc1 | -21.5% | ? | -7.7%
CN(CC(=O)Nc1ccccc1Cl)C(=O)COC(=O)c1ccc(Cl)nc1 | 1.7% | -3.0% | 1.5%
CC1CCCCN1C(=O)CSc1nc2cc3c(cc2c(=O)n1Cc1ccc2c(c1)OCO2)OCO3 (stereo not given) | -16.7% | 20.6µM* | 8.0%
O=C(Nc1cc(S(=O)(=O)N2CCOCC2)ccc1Cl)c1ccc(=O)[nH]c1 | 3.1% | 15.1% | 1.4%

Single records, as listed above. Screens in order: KAT2A inh, DT40 TDP1 CPT, FEN1 inhibitor
O=C(Nc1cc(S(=O)(=O)N2CCOCC2)ccc1Cl)c1ccc(=O)[nH]c1 as listed: 3.1%, 15.1%, 1.4%
CC1CCCCN1C(=O)CSc1nc2cc3c(cc2c(=O)n1Cc1ccc2c(c1)OCO2)OCO3 (stereo not given) as listed: -16.7%, 20.6µM*, 8.0%
O=C(Nc1c(C(=O)N2CCC(N3CCCCC3)CC2)oc2ccccc12)c1ccc(F)cc1 as listed: -21.5%, ?, -7.7%

(next part)
SMILES | KAT2A inh | DT40 TDP1 CPT | FEN1 inhibitor
CCOC(=O)c1nn(-c2ccccc2C)c2nc(Nc3ccccc3)cc(=O)n12 | -0.7% | 0.1% | 6.2%
CSc1cccc(NC(=O)/C=C/c2cccc(Cl)c2)c1 | -7.4% | ? | -18.1%
O=C(NCCN1C(=O)S/C(=C\c2cccnc2)C1=O)c1cc(S(=O)(=O)N2CCOCC2)ccc1F | -2.7% | ? | -13.8%
O=C(C1=C[C@H](c2csc3ccccc23)C[C@H](OCc2ccc(CO)cc2)O1)N1CCN(Cc2ccccc2)CC1 | -4.2% | ? | -10.3%
O=C(C1CCC1)N1CCc2cc(S(=O)(=O)N3CCN(c4ccccc4)CC3)ccc21 | -0.3% | -28.6% | 11.2%
C=CCN(CC=C)CCOc1ccc2ccccc2c1 | 0.6% | 2.9% | -18.4%
O=C(Cc1ccccc1)Nc1c[nH]c(=O)[nH]c1=O | 16.6% | -3.0% | 5.2%
O=C(O)C1CCC(CNCc2ccccc2Cl)CC1 (stereo not given) | 1.1% | -8.2% | -3.2%
Cc1ccc(-n2c(N)c(C(=O)N3CCN(C)CC3)sc2=S)cc1 | -21.3% | ? | 0.6%
Cc1cc(NNC(=O)c2cccc(C(F)(F)F)c2)nc2c1c(C)nn2C | 1.3% | 10.3µM* | 9.4%
CCc1c(C)nc(N2CCN(Cc3ccccc3)CC2)[nH]c1=O | 5.6% | -24.7% | -10.7%
Cc1cccc(-n2ncc3c(NCCN4CCOCC4)ncnc32)c1 | 1.6% | -25.3% | -5.5%
O=C(C[n+]1ccncc1)c1ccccc1 | -8.0% | -18.7% | -2.6%
CCOC(=O)c1sc(NC(=O)/C=C/c2c(F)cccc2Cl)nc1C | 0.1% | -28.9% | 6.5%
COCc1cc(C)nc(SCC(=O)Nc2ccc3c(c2)OCO3)c1C#N | -1.0% | -29.5% | -2.2%
CCc1ccc(C(=O)Nc2nc(C)cs2)s1 | -4.8% | -9.7% | 14.3%
Cc1ccc(C)c(Nc2nn3c(=O)c4ccc(C(=O)NCCc5ccccc5)cc4nc3s2)c1 | -2.4% | 3.66µM* | 6.5%
OCC1OC(n2cnc3c(/C=C(\O)c4ccccc4)ncnc32)C(O)C1O (stereo not given) | . | 1.3µM* | -4.8%
COc1cc(-c2noc(C)n2)cc(OC)c1OC | 0.8% | 2.3% | 0.0%
CCOC(=O)c1c(NC(=O)COc2ccc(CC)cc2)sc2c1CCCC2 | -11.7% | . | -10.3%

Quoted at random: five entries already listed
SMILES | KAT2A inh | DT40 TDP1 CPT | FEN1 inhibitor
CCOC(=O)c1sc(NC(=O)/C=C/c2c(F)cccc2Cl)nc1C | 0.1% | -28.9% | 6.5%
OCC1OC(n2cnc3c(/C=C(\O)c4ccccc4)ncnc32)C(O)C1O (stereo not given) | . | 1.3µM* | -4.8%
Cc1cccc(-n2ncc3c(NCCN4CCOCC4)ncnc32)c1 | 1.6% | -25.3% | -5.5%
COc1cc(-c2noc(C)n2)cc(OC)c1OC | 0.8% | 2.3% | 0.0%
CCOC(=O)c1c(NC(=O)COc2ccc(CC)cc2)sc2c1CCCC2 | -11.7% | . | -10.3%

Further compounds
SMILES | KAT2A inh | DT40 TDP1 CPT | FEN1 inhibitor
CC(C)NC(=S)NNC(=O)C12CC3CC(CC(C3)C1)C2 | 4.3% | -16.0% | 2.9%
COc1ccc(NCc2cc3ccccc3[nH]c2=O)cc1 | -2.5% | ? | -6.2%
CCN(CC)C(=O)[C@H]1CC(CC(=O)NCCCn2ccnc2)C(=O)N2CCc3c([nH]c4ccccc34)[C@]12C (stereo not given in full) | -3.4% | -8.1% | -1.1%
COc1ccc(C(=O)N(C)C(C)c2ccon2)cc1OC1CCN(C(C)C)CC1 (stereo not given) | -0.7% | 1.1% | 0.8%
CSc1nncc(/C(C)=N\Nc2ccccc2)n1 | -1.9% | -7.8% | -9.1%
O=C(O)c1ccc2oc(=O)c(S(=O)(=O)c3ccc(F)cc3)cc2c1 | -11.6% | -0.6% | 1.9%
O=C(NCCCNC(=O)c1cc(Cl)ccc1Cl)c1ccccn1 | -0.4% | -1.5% | 1.6%
Cc1cc(C)c(S(=O)(=O)N2CCN(C(=O)CN3C(=O)NC4(CCCC4)C3=O)CC2)c(C)c1 | -1.0% | -0.6% | -3.4%
CC(C)CNC(=O)C1CCN(S(=O)(=O)c2ccc(-n3cnnn3)cc2)CC1 | -1.2% | 13.1% | -0.9%

Taken from above.
CC(C)CNC(=O)C1CCN(S(=O)(=O)c2ccc(-n3cnnn3)cc2)CC1 @ KAT2A inh = -1.2%
COc1ccc(C(=O)N(C)C(C)c2ccon2)cc1OC1CCN(C(C)C)CC1 (stereo not given) @ DT40 TDP1 CPT = 1.1%
